Screening results deposited in PubChem BioAssay by several laboratories.
FXN GAA850 act: activators of GAA850 frataxin (FXN) promoter; HEK293 lucGAA850 FXN promoter luciferase reporter, 24 h; percent of 10 µM SAHA response; 360,000 compounds, 0.56% hits; activation, % at 6 µM; AID 540364;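 active means activation above the average of all compounds screened plus 3 SD, cutoff fixed separately per campaign, cut at about 7.5% in these data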;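 further: 0% = DMSO wells and 100% = 10 µM SAHA wells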
hgDAF-12 ag: activates the H. glycines DAF-12 receptor ligand-binding domain. HEK293 GAL4-hgDAF12 UAS-luciferase reporter, agonist luminescence; normalized to butyrate control. activation, % at 6.8 µM. 370,000 compounds, 1.8% hits. AID 687014;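 active means activation above a cutoff set at the mean of all screened compounds plus 3 SD, cut at about 10% in these data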;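 further: 0% = DMSO wells and 100% = sodium butyrate wells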
DAX1 inh-1: DAX1 (NR0B1) inhibition, primary screen. 370,000 compounds, 1.1% hits. AID 652010. HEK293T StAR-luciferase reporter, SF-1/DAX-1 repression relief. inhibition, % at 6.8 µM;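 active means inhibition above the mean over all tested compounds plus 3 SD, cut at about 3.6% in these data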;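 further: 0% = DAX-1 cells with DMSO and 100% = cells lacking DAX-1 with DMSO; higher inhibition means more luminescence from relief of DAX-1 repression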
DAX1 inh-2: NR0B1 (DAX1) inhibition; inhibition, % at 6.75 µM; 340,000 compounds, 0.99% hits; HEK293 Gal4-DAX1 luciferase reporter, luminescence; P51843; AID 504766;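 active means inhibition above the mean over all tested compounds plus 3 SD, cut at about 4.2% in these data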;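 further: 0% = DAX1-transfected cells with DMSO and 100% = empty-vector control cells with DMSO; inhibition shows as a rise in luminescence from relieved DAX1 repression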
sPLA2-III inh: Blocks human group III sPLA2 activity. Q9NZ20. QFRET BODIPY PC-A2 liposome hydrolysis, fluorescence. inhibition, % at 12.2 µM. 370,000 compounds, 0.56% hits;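 active means inhibition above mean plus 3 SD of compounds lying within the high and low control bounds, cut at about 19% in these data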;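 further: 0% = median of test compound wells and 100% = no enzyme DMSO wells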
SMARCA2 act: increases SMARCA2 function in MMTV reporter cells. activation, % at 9.1 µM. 370,000 compounds, 1% hits. MG213 cells, MMTV-luciferase reporter, dexamethasone, overnight. AID 652017; in the data active means activation above about 7.8%;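 further: 0% = vehicle wells and 100% = reference activator wells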
hcDAF-12 act: activates DAF-12 receptor from parasite H. contortus; HEK293 hcDAF-12 lit1-tk-luc reporter, luminescence; 0% DMSO, 100% Δ7-dafachronic acid; activation, % at 6.8 µM; 370,000 compounds, 1.4% hits; AID 652067;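 active means activation above the mean of all tested compounds plus 3 SD, cut at about 5.5% in these data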;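 further: 100% = response to 3 µM Δ7-dafachronic acid high control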
ssDAF12 agonist: activates DAF-12 receptor from parasite S. stercoralis. HEK293 ssDAF-12/GRIP1 lit1-tk-luc reporter, luminescence; % of 3 µM dafachronic acid response. activation, % at 6.8 µM. 370,000 compounds, 1% hits;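 active means activation above the mean over all tested compounds plus 3 SD, cut at about 0.9% in these data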;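 further: 0% = DMSO-only wells and 100% = 3 µM delta7-dafachronic acid wells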
ADAM10 inh: inhibits human ADAM10 | O14672 | recombinant ADAM10, EDANS/DABCYL FRET peptide cleavage, 3 h | inhibition, % at 7 µM | 370,000 compounds, 0.62% hits;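 active means inhibition above a per-campaign cutoff equal to the mean of compounds falling between control-based bounds plus 3 SD, cut at about 20% in these data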;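 further: 0% = DMSO wells while the 100% control is not disclosed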
NPR1 activator: GC-A (human) enzyme activation; 370,000 compounds, 0.14% hits; P16066; activation, % at 10 µM; HEK293 GC-A cells, cGMP TR-FRET, EC30 ANP; 0% at EC30 ANP, 100% saturating ANP; in the data active means activation above about 40%
Target sequence (P16066 whole entry, looked up): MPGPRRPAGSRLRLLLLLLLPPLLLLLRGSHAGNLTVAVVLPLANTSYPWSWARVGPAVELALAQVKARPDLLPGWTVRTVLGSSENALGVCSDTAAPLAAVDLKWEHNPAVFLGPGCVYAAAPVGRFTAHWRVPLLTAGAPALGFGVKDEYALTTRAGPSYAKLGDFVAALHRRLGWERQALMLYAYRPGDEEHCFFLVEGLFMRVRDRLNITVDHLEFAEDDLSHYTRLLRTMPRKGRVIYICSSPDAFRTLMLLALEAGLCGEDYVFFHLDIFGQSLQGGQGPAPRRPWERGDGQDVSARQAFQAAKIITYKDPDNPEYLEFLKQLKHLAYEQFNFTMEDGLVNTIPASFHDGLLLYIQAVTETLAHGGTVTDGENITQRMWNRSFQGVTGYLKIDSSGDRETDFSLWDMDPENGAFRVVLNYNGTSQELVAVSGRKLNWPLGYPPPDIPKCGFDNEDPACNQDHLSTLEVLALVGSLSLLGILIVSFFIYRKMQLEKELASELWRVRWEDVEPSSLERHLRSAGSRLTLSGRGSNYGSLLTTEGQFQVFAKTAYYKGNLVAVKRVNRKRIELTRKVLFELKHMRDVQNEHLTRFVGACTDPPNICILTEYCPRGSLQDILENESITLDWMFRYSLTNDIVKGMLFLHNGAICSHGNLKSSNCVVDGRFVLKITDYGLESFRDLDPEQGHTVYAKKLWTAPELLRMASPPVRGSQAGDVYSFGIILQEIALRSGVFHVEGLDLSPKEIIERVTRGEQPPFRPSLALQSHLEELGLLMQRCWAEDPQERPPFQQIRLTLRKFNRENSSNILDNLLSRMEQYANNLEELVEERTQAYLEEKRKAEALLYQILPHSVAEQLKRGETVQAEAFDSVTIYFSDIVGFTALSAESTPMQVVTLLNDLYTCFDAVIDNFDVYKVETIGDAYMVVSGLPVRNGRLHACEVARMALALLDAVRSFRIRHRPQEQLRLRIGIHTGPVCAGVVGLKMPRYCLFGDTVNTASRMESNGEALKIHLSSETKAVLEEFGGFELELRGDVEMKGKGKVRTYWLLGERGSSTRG
NPR2 activator: GC-B (human) receptor activation. HEK293-GC-B cells, CNP EC30, cGMP TR-FRET; 0% at EC30 CNP, 100% saturating CNP. activation, % at 10 µM. 370,000 compounds, 0.11% hits;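 active means activation at 10 µM reaching about 35% in either raw or pattern-adjusted values, limit read from the data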
* hit, by the source's call; . = no result given.

Structure	FXN GAA850 act	hgDAF-12 ag	DAX1 inh-1	DAX1 inh-2	sPLA2-III inh	SMARCA2 act	hcDAF-12 act	ssDAF12 agonist	ADAM10 inh	NPR1 activator	NPR2 activator
O=C(CN1CCOCC1)Nc1scc2c1c(=O)oc1ccccc12	2.0	-2.9	-0.5	.	0	0	-0.8	-2.3	-13	9	7
C[C@@H]1CN([C@@H](C)CO)S(=O)(=O)c2ccc(C#CC3CCCCC3)cc2O[C@@H]1CN(C)Cc1cccnc1	-4.6	-0.5	-1.7	-1.2	-27	-3	-1.2	-0.9	8	-8	-4
O=C(COc1ccc(Cl)cc1)NNC(=O)C(=O)N1CCCCC1	0.4	-1.2	-0.8	1.2	2	-1	0.0	-0.9	13	-6	3
CN(C)c1ccc(/C=N/Nc2cc(N3CCOCC3)nc(N3CCOCC3)n2)cc1	1.3	3.2	0.3	0.5	7	-1	0.2	-0.6	-47	-2	-6
CC1CC(C)CN(C(=O)CSc2nc3ccsc3c(=O)n2Cc2ccccn2)C1 (stereo unspecified)	1.4	2.3	-0.1	-1.1	-3	2	-0.7	-1.6	-7	-2	3
COc1ccc(CCNS(=O)(=O)c2c(C)n[nH]c2C)cc1	.	-1.4	-0.2	.	2	-3	3.4	-0.9	-6	6	-2
Cc1nc2ccccc2n1C1CCN(CC(=O)NCc2ccc(F)cc2)CC1	0.7	-3.4	-0.3	-0.7	-8	-3	-3.1	-1.8	-1	-5	-2
CNc1nc(-c2ccc3c(c2)CCN3C(=O)CC(C)(C)C)c(C)s1	0.6	3.7	1.3	-0.7	-1	3	-0.2	-1.1	-24	4	0
CC1(C)C(=O)OC(/C=C\c2ccccc2)C(C)(C)C1=O (stereo unspecified)	0.1	0.1	0.4	-1.1	0	-1	-2.1	-1.5	0	-3	3
Cc1ccc2[nH]c3c(c2c1)CN(C(=O)CN1CCN(c2cccc(C)c2C)CC1)CC3	-1.7	1.2	-0.4	-0.9	-14	-1	0.2	-0.9	-22	-3	-4
O=C(CCc1ccccc1)Nc1ccc2ccccc2n1	2.3	12*	3.4	2.5	7	1	5.4	-0.8	0	3	-4
O=C(N/N=C/C=C/c1ccccc1[N+](=O)[O-])c1ccncc1	-3.5	-0.8	-0.4	1.9	-1	2	1.1	-0.6	9	-1	-4
COc1ccc(N(CC(=O)Nc2ccc3c(c2)OCO3)S(=O)(=O)c2c(C)nn(C)c2C)cc1	-1.1	-1.1	-0.1	1.6	0	-1	-0.6	-0.7	-1	-2	3
O=C(O)CCNC(=O)C12CC3CC(CC(C3)C1)C2	0.0	1.1	-0.5	2.4	1	1	-0.7	-1.9	-7	-3	-4
NC(=O)COC(=O)CCSc1ccc(Cl)cc1	1.3	1.0	1.5	2.2	1	-1	-1.1	-0.5	-5	8	-1
O=c1[nH]c2cc3c(cc2cc1C(c1nnnn1Cc1ccccc1)N1CCCc2ccccc21)OCO3 (stereo unspecified)	.	4.1	0.5	.	-1	-1	1.8	-0.3	-138	1	-1
Cn1cc(CN2CCCC(C(=O)c3cccs3)C2)c(-c2cccc(Cl)c2)n1 (stereo unspecified)	-0.8	-1.1	0.3	0.1	-3	-3	1.0	-2.0	-5	-15	-8
CCOC(=O)N1CCC(NC(=O)c2cnn3cccnc23)CC1	1.9	-1.5	-0.5	0.0	-2	0	-1.7	-0.7	-63	2	5
CC(/C=N/NC(=O)c1cnccn1)=C\c1ccco1	3.5	1.1	0.0	.	-3	2	3.7	-0.6	-5	2	-5
Cc1cccc(C)c1NC(=O)C1(N(Cc2ccco2)C(=O)CC2NC(=O)NC2=O)CCCCC1 (stereo unspecified)	-0.5	-2.9	-0.2	-0.5	-4	-5	-1.4	-1.0	0	-4	1
COCCCNC(=O)COc1ccc(Br)cc1Cl	5.3	11*	0.9	1.3	0	3	-1.4	-1.2	-6	7	4
O=C(N1CCCCCC1)N1CCN(S(=O)(=O)N2CCOCC2)CC1	-3.4	-1.9	0.0	0.5	-5	0	-1.6	-1.3	2	7	-6
COc1ccc(CCNC(=O)c2ccc3c(c2)OCCO3)cc1	4.1	9.5	1.0	0.2	-2	5	1.8	-0.8	3	-3	-2
CCc1ccc(N2C=C(C(=O)OC)C(c3ccc(OC)cc3)C(C#N)=C2N)cc1 (stereo unspecified)	.	-4.1	-2.0	.	-15	-4	-4.0	-1.5	-10	0	-8
O=C/C(=C\Nc1ccc(Cl)cn1)c1nc2ccccc2o1	-0.4	2.9	0.2	0.4	1	2	3.1	0.0	-7	-9	-21
CCN1C(=O)[C@@H]2[C@@H](c3ccc(-c4ccc(OC)cc4)cc3)N3CCC[C@@]3(C(=O)OC)[C@@H]2C1=O	-5.1	-1.4	-0.9	0.3	-6	-1	-1.6	-1.4	-9	1	-3
CC1CCCc2sc3nc(NCc4ccco4)n4ncnc4c3c21 (stereo unspecified)	3.7	-0.3	-1.0	2.8	-12	2	0.6	-1.2	3	8	8
Cc1ccnc(NC(=O)CCC(=O)N(CC(=O)NC(C)(C)C)c2ccc3c(c2)OCO3)c1	-0.3	1.1	0.0	1.1	2	-3	-1.1	-1.5	10	-2	4
CC(C)C(NC(=O)c1ccccc1)C(=O)NCc1ccccn1 (stereo unspecified)	2.1	-0.3	-0.5	0.7	0	2	-1.1	-0.9	1	4	5
Cc1cccc(OCC(=O)N(C)CC(=O)Nc2cccc(F)c2)c1C	-0.7	-1.2	-0.5	-1.1	-4	-2	0.2	-0.6	-8	-2	-3
CC(C)N(C(=O)COC(=O)c1cccnc1Cl)c1ccccc1	0.8	-4.6	-0.4	0.2	14	-4	-0.2	-0.7	-15	0	4
CN1CCCN(Cc2ccccc2Br)CC1	1.0	1.9	0.0	0.5	-1	-1	-0.1	-1.5	0	1	2
COc1ccccc1N1CCN(C(=S)NC(=O)c2ccc([N+](=O)[O-])cc2)CC1	2.6	0.3	1.1	1.0	2	-3	-1.0	-0.5	-14	-2	2
COCc1[nH]nc2c1C(c1ccc(F)cc1)N(c1ccccc1)C2=O (stereo unspecified)	.	0.4	-0.1	.	-3	-1	0.6	-0.6	-4	-18	-17
COc1ccccc1N1CCN(c2ccc(S(=O)(=O)N3CCN(C)CC3)cn2)CC1	1.8	1.5	-0.8	2.4	12	1	-0.9	-0.6	-15	-3	5
CCC(=O)N1C(=O)CCN(C(C)=O)c2ccccc21	0.7	0.3	-0.4	0.6	-1	0	-2.1	-0.8	-2	8	-5
CCOC(=O)N1C/C(=C\c2ccccc2)C(=O)/C(=C/c2ccccc2)C1	-6.3	-7.7	-1.6	-2.7	2	4	-2.1	-1.3	6	-5	-4
COc1ccccc1CNC(=O)C1COc2ccccc2O1 (stereo unspecified)	1.5	2.6	0.2	-0.1	5	2	0.6	-1.0	-4	1	3
CCN1CCN(CC(=O)N2N=C(c3cccs3)CC2c2ccc(OC)c(OC)c2)C(=O)C1=O (stereo unspecified)	-1.9	-1.9	-0.3	0.3	5	-4	-1.1	-1.7	-36	-4	1
O=C(Cc1ccccc1)NC1CCN(C(=O)c2ccc([N+](=O)[O-])cc2)CC1	1.7	-1.7	0.0	1.4	16	2	-0.3	-0.9	1	-11	0

Two of the compounds above, with each value named.
> CC1CC(C)CN(C(=O)CSc2nc3ccsc3c(=O)n2Cc2ccccn2)C1 (stereo unspecified)
  FXN GAA850 act: 1.4
  hgDAF-12 ag: 2.3
  DAX1 inh-1: -0.1
  DAX1 inh-2: -1.1
  sPLA2-III inh: -3
  SMARCA2 act: 2
  hcDAF-12 act: -0.7
  ssDAF12 agonist: -1.6
  ADAM10 inh: -7
  NPR1 activator: -2
  NPR2 activator: 3

> CCN1CCN(CC(=O)N2N=C(c3cccs3)CC2c2ccc(OC)c(OC)c2)C(=O)C1=O (stereo unspecified)
  FXN GAA850 act: -1.9
  hgDAF-12 ag: -1.9
  DAX1 inh-1: -0.3
  DAX1 inh-2: 0.3
  sPLA2-III inh: 5
  SMARCA2 act: -4
  hcDAF-12 act: -1.1
  ssDAF12 agonist: -1.7
  ADAM10 inh: -36
  NPR1 activator: -4
  NPR2 activator: 1

Next results:
Structure	FXN GAA850 act	hgDAF-12 ag	DAX1 inh-1	DAX1 inh-2	sPLA2-III inh	SMARCA2 act	hcDAF-12 act	ssDAF12 agonist	ADAM10 inh	NPR1 activator	NPR2 activator
O=C(O)c1csc(N/N=C/c2ccc(Br)cc2)n1	1.4	-2.1	-0.5	1.5	-4	-1	0.0	-1.6	-9	-2	-1
COc1cc(C(=O)Nc2ccc(Cl)c([N+](=O)[O-])c2)cc(OC)c1OC	0.6	-2.0	0.0	-0.6	1	-4	-1.7	-1.0	-5	2	2
CC(=O)Nc1ccc(C(=O)CS(=O)(=O)c2ccc(C)cc2)cc1	1.4	0.0	1.5	1.5	-21	0	0.1	-0.8	3	-4	4
CC(C)C[C@H](NC(=O)c1[nH]cnc1C(=O)Nc1ccc(Cl)cc1)C(=O)OC(C)(C)C	1.0	2.1	-0.4	0.4	-18	1	-0.8	-1.3	-2	1	4
C=CCSC1=Nc2cc(OC)c(OC)cc2C2=NC(=O)CN12	2.5	-3.6	-1.7	-0.3	-9	-1	-0.5	-1.8	-169	1	-3
COc1ccc(OC)c(NC(=O)CCN2CC(C)OC(C)C2)c1 (stereo unspecified)	2.3	0.2	-0.1	-0.3	2	-4	-0.8	-1.1	0	1	0
CC(O)[C@H]1CC[C@H]2[C@@H]3CC[C@H]4C[C@H](O)CC[C@]4(C)[C@H]3[C@H](O)C[C@]12C (stereo partly specified)	-0.4	1.1	-0.2	1.4	-18	-1	-1.8	-0.7	6	1	0
NS(=O)(=O)c1cccn1-c1ncc(C(F)(F)F)cc1Cl	0.9	-1.3	0.2	1.0	-3	-2	-2.8	-1.3	-6	1	-2
COc1ccc(NC(=O)NN2CCOCC2)cc1OC	1.3	-3.6	-0.2	0.1	-3	4	-2.0	-1.7	-4	0	2
CCCCCCCCCCCCCCCC[n+]1ccc(C(N)=O)cc1	-4.2	-1.2	-0.2	-0.9	-5	-5	0.2	-0.9	11	-24	17
COc1cc(OC)cc(C(=O)Nc2ncn[nH]2)c1	0.2	0.3	-0.4	1.0	-4	1	-0.8	-1.4	4	-1	-2
Cc1ccc(SCC(=O)NNC(=O)CCS(=O)(=O)c2ccccc2)cc1	0.0	-2.5	0.7	0.7	5	-5	0.3	-1.2	9	-4	4
CSc1ccccc1NC(=O)CN(C)CC(=O)Nc1c(F)cccc1F	2.8	-1.5	-0.2	-0.8	14	-3	-1.3	-0.3	-10	-2	0
COc1cc(COc2ccc3c(C)c(Cc4ccccc4)c(=O)oc3c2)cc(OC)c1OC	-1.1	-1.2	-0.8	-0.7	2	-4	0.2	-0.7	-6	1	9
CC(=O)Nc1ccc(N2CCOCC2)c(S(=O)(=O)Nc2ccccc2Cl)c1	0.4	1.7	-0.1	2.6	-4	-1	3.6	-1.1	2	-1	-6
O=C(Nc1ccc(Cl)cc1Cl)OC1CCC12CCC(c1ccccc1)CC2 (stereo unspecified)	.	-1.0	.	.	10	.	-1.6	-1.2	1	-2	-6
O=C(Nc1nc2ccccc2[nH]1)Nc1ccccc1F	1.5	22*	3.0	1.6	3	8	24*	4.8*	2	5	3
